Assay outcomes from PubChem.
KCNK3 block: human KCNK3 channel inhibition, primary screen; O14649; CHO-KCNK3 thallium flux, FluxOR fluorescence; active compounds read low; B-score at 10 µM; 340,000 compounds, 0.84% hits; AID 602410;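 active means B-score under library mean minus 4 SD, starting fluorescence ratio at most library mean plus 5 SD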;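 further: more negative B-score means stronger inhibition of thallium flux through KCNK3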
Target sequence (O14649 whole entry, looked up): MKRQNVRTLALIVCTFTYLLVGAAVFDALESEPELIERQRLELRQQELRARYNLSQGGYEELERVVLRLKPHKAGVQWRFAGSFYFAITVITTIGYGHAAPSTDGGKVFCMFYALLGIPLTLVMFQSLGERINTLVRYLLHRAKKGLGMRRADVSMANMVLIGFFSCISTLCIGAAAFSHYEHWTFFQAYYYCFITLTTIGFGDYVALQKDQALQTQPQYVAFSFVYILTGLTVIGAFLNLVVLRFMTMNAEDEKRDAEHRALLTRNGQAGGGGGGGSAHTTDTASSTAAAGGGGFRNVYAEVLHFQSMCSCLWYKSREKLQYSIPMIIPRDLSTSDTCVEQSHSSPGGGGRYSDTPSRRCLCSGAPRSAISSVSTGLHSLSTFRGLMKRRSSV
DYRK1A inh: inhibitors of rat Dyrk1A kinase. Q63470. ADP-Glo luminescence, NFATc1 peptide. inhibition, % at 12.5 µM. 310,000 compounds, 0.43% hits. AID 504441; in the data active means inhibition above about 50%;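 further: plate controls were vehicle with enzyme for no effect and no enzyme for full effect; many of its hits are not listed in these tables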
An asterisk follows results filed as active; i = inactive. Not all compounds are listed; rates above refer to the full screens.

SMILES	KCNK3 block	DYRK1A inh
C[C@H](CO)N1C[C@H](C)[C@@H](CN(C)C(=O)Nc2ccc(C(F)(F)F)cc2)Oc2ccc(NC(=O)CCC(F)(F)F)cc2C1=O	i	7.7
O=C1c2ccc(-c3ccc(F)cc3OCc3ccccc3)cc2S(=O)(=O)c2cccc(C(=O)N3CCN(c4ncc(Br)cn4)CC3)c21	i	13.1
Cc1ccc(NC(=O)c2ncn(CCCNCC(C)c3ccccc3)n2)cc1C (stereo not drawn)	i	11.1
CC(=O)Nc1cccc(C(=O)OCC(=O)NC2CCCCCCC2)c1	i	6.6
CN(C(=O)c1cccc(NC(=O)Cc2ccc([N+](=O)[O-])cc2)c1)C1CCCCC1	i	3.9
CCOc1ccc(-n2c(SCC(=O)Nc3ccc(OC)cc3OC)nc3c(c2=O)SCC3)cc1	i	-0.3
C[C@@H]1C(c2ccc(F)cc2)=NN(c2ccccc2)[C@H]1C(=O)N1CCOC1=O	i	-1.2
COc1ccc(/C=C/C(=O)OCC(=O)NC2CCCCC2C)c(OC)c1 (stereo not drawn)	i	0.6
COc1ccc(CCN(C)C(=O)c2ccc(C)c(S(=O)(=O)N3CCCCC3)c2)cc1OC	i	4.7
COc1cc(/C=C/C(=O)OCC(=O)Nc2cc(C)on2)ccc1OCC#N	i	-2.7
O=C(COC(=O)c1cccs1)Nc1cccc(Cl)c1	i	4.5
Fc1ccccc1-c1cc2ncccc2cn1	i	7.9
Cc1cnc(C(=O)OCC(=O)NCc2cccc(Cl)c2)cn1	i	15.3
Cc1cc(C(=O)OCC(=O)N(C)c2c(N)n(Cc3ccccc3)c(=O)[nH]c2=O)c(C)n1-c1ccccc1	i	-6.8
COc1cc2sc(-c3ccccc3OC)c(-c3ccc(O)cc3)c2cc1OC	i	-12.7
O=C(Oc1ccc(-c2ccccc2)cc1)c1ccco1	i	2.7
CCC(C)(C)C1CCC2(CC1)NC(=O)N(CC(=O)NC(C)CCc1ccccc1)C2=O (stereo not drawn)	i	4.8
C[C@@H]1CN([C@@H](C)CO)C(=O)c2cccc(NC(=O)C3CCCCC3)c2O[C@@H]1CN(C)C(=O)NC1CCCCC1	i	8.2
Cc1cccc(NS(=O)(=O)c2ccc3[nH]c(=O)oc3c2)c1C	i	4.3
CC(=O)N1CCc2ccc(N)cc21	i	-0.3
Nc1ccn(CC(=O)NCc2ccccc2)c(=O)n1	i	4.9
CN(C(=O)CSc1nnc(C2CC2)n1-c1ccccc1)C1CCS(=O)(=O)C1 (stereo not drawn)	i	3.3
COc1ccccc1CN(C)C(=O)c1ccc(S(=O)(=O)Nc2c(C)n(C)n(-c3ccccc3)c2=O)cc1	i	-2.9
Cc1cc(C)c(C(=O)CN2C(=O)C(=O)N(C3CCCC3)C2=O)cc1C	i	7.3
NC(=O)c1ccc(OCC(=O)N2CCNC2=O)cc1	i	-3.7
Cc1ccc(NC(=O)CCNC(=O)Nc2ccccc2)cc1S(=O)(=O)N(C)C	i	-4.9
COc1ccc(NC(=O)CN2C(=O)NC3(CCCC3)C2=O)cc1S(=O)(=O)N1CCCCC1	i	-0.7
CC(C)(C)OC(=O)C[C@H]1C/C=C\C[C@H](CC(=O)N(CCO)Cc2ccccc2)C(=O)N2CCC[C@H]2COC1=O	i	-1.3
COc1cc(CNC(=O)c2cnccn2)cc(OC)c1	i	-7.0
CCOC(=O)N1CCC(N2C(=O)c3ccc(C(=O)NCc4ccc(F)cc4)cc3C2=O)CC1	i	-1.4

A few values from the entries so far:
Fc1ccccc1-c1cc2ncccc2cn1 | DYRK1A inh = 7.9
NC(=O)c1ccc(OCC(=O)N2CCNC2=O)cc1 | DYRK1A inh = -3.7

Continued.
SMILES	KCNK3 block	DYRK1A inh
CC(=O)N1CCN(S(=O)(=O)c2cccc(C(=O)N(C)Cc3ccc(C)o3)c2)CC1	i	10.5
CC(=NO)c1ccc2c(c1)Cc1cc([N+](=O)[O-])ccc1-2	i	45.9
CC1(NC(=O)CCNC(=O)c2ccc(C(C)(C)C)cc2)CCS(=O)(=O)C1 (stereo not drawn)	i	1.6
CCCNC(=O)C(CC)NC(=O)c1cccc([N+](=O)[O-])c1 (stereo not drawn)	i	14.1
C[C@@H]1CN([C@@H](C)CO)C(=O)c2cc(NC(=O)CCN3CCOCC3)ccc2O[C@@H]1CN(C)C(=O)Nc1ccccc1	i	4.0
O=C(O)c1ccccc1C=NNc1ccccn1	i	-0.1
CC(C)SCc1nc2ccccc2[nH]1	i	2.1
CCC1(CC)C(C#N)C(=O)NC(=O)C1C#N (stereo not drawn)	i	-1.7
Cc1ccc(NS(=O)(=O)c2ccc(C(=O)Nc3nncs3)cc2)cc1	i	2.4
Cc1nnc(NC(=O)c2ccc3nccnc3c2)s1	i	13.0
O=C(O)C1CCN(c2ccc(S(=O)(=O)N3CCCCC3)cc2[N+](=O)[O-])CC1	i	-3.4
COc1ccc(NC(=O)c2cnc3ccccn3c2=O)c(OC)c1	i	-0.3
Cc1cc(NC(=O)COC(=O)CNS(=O)(=O)c2c(F)cc(F)cc2Br)no1	i	-2.3
O=C1CCC/C=C\C[C@@H](CC(=O)N(CCO)Cc2ccccc2)C(=O)N2CCC[C@H]2CO1	i	5.2
COc1cccc(CN(C)C(=O)c2ccc(C)c(S(=O)(=O)N3CCCCC3)c2)c1	i	-0.6
CC1(NC(=O)CC(c2ccccc2)(c2ccccc2)c2ccccc2)CCN(Cc2ccc(-c3ccccc3)cc2)C1=O (stereo not drawn)	i	7.8
COc1ccc(CCNC(=O)COC(=O)c2ccccn2)cc1	i	-0.9
CCC1(OC(=O)CN(C)C)C(=O)OCc2c1cc1n(c2=O)Cc2cc3c(N)cccc3nc2-1 (stereo not drawn)	i	-0.1
O=S(=O)(Nc1cccc(S(=O)(=O)N2CCCCCC2)c1)c1ccc(F)cc1F	i	2.0
CC(C)(C)[C@H]1COC(=O)CCCC/C=C\C[C@H](CC(=O)N(CCO)Cc2ccccc2)C(=O)N1	i	1.7
CC(=O)c1c(C)[nH]c(C(=O)OCC(=O)Nc2ccc3c(c2)OCCO3)c1C	i	4.9
O=C(OCC(=O)N1CCCC1)c1cc2c(cc1[N+](=O)[O-])OCCO2	i	5.9
N#Cc1cccc(S(=O)(=O)NCC(=O)OCC(=O)NCc2ccccc2)c1	i	-5.9
COc1ccc(C2=CC(c3ccco3)n3ncnc3N2)cc1 (stereo not drawn)	i	8.5
NNC(=O)c1ccncc1	i	2.5
O=C1C[C@@H]2c3c(cccc3CN1Cc1ccccc1Cl)C[C@@H](O)[C@H]2O	i	-26.2
Cc1ccc(NCc2cccc(B(O)O)c2)cc1	i	43.8
CC[n+]1ccc(C[n+]2ccccc2)c2ccccc21	i	6.3
O=C(COc1ccc(Cl)cc1Br)NC(=O)NC1CCCC1	i	6.9
O=[N+]([O-])c1cc(S(=O)(=O)N2CCCCCC2)ccc1F	i	2.7
O=C(CCN=C1NS(=O)(=O)c2ccccc21)OCc1nnc(-c2ccc([N+](=O)[O-])cc2)o1	i	-3.0
CC(=O)OC1C=CCC2C(=O)c3cccc(O)c3C(O)C12 (stereo not drawn)	i	-7.8
C#CCOCCOCCOCCNc1nc(N2CCN(C(=O)Cn3cc(CCCN=C(N)N)nn3)CC2)nc(N2CCN(C(=O)Cn3cc(CC(C)O)nn3)CC2)n1 (stereo not drawn)	i	0.2
CCN1C[C@@H]2[C@@H]3C(=O)N(Cc4ccccc4)C(=O)[C@@H]3[C@](Cc3ccccc3)(C1=O)N2C(=O)c1ccc(Cl)cc1	i	8.4
COc1ccc(CC(=O)Nc2nc(C)cs2)cc1S(=O)(=O)N1CCOCC1	i	-0.2
CSCCC(NC(=O)c1ccccc1Cl)C(=O)NCC1COc2ccccc2O1 (stereo not drawn)	i	6.4
Cc1c(N2C(=O)/C(=C\c3ccc(N(C)C)cc3)N(C)C2=S)c(=O)n(-c2ccccc2)n1C	i	-8.0
COc1ccc([C@H]2CC(=O)C=C(c3ccc(F)cc3OCc3ccccc3)C2)cc1	i	5.4
CCN(C[C@H]1N[C@@](CC)(C(=O)OC)[C@H]2C(=O)N(C)C(=O)[C@@H]12)C(=O)NC(C)C	i	4.1
COC(=O)N[C@@H]1C[C@H]2[C@@H]3CC[C@H]4C[C@@H](OC)CC[C@]4(C)[C@H]3CC[C@]12C	i	-1.4
CSc1ccc(CSCC(=O)N2CCN(S(=O)(=O)c3ccc(C)cc3C)CC2)cc1	i	-3.2
CCOc1ncccc1C(=O)Nc1cc2c(cc1Br)OCCO2	i	3.4
CC(=O)Nc1ccccc1OCC(=O)NC1CCCCC1C (stereo not drawn)	i	3.9
Cc1cccc(NC(=O)CSCC(=O)Nc2ccc(S(=O)(=O)N3CCCCC3)cc2)c1	i	-2.9
CCN(CC)CCC(O)(c1ccc2c(c1)OCO2)c1cc(OC)c(OC)c(OC)c1 (stereo not drawn)	i	-0.1
CN(C)C(=O)CCc1ccc2c3c([nH]c2c1)[C@]1(C)[C@@H](C(=O)N2CCOCC2)C[C@H](CC(=O)NCc2ccco2)C(=O)N1CC3	i	0.7
CCC1(c2ccc(F)cc2)NC(=O)N(CC(=O)Nc2cccc(S(=O)(=O)N3CCOCC3)c2)C1=O (stereo not drawn)	i	-1.4
Cc1ccc(NC(=O)COc2cccc3c2OC(C)(C)C3)c(O)c1	i	0.3
CN(CC(=O)Nc1ccccc1Br)C(=O)c1ccccc1Cc1ccccc1	i	1.8
COc1ccc(NC(=O)c2ccc(CN3CCN(c4ccccc4)CC3)cc2)cc1OC	i	0.0
O=C(O)CCn1c(=O)oc2cc(S(=O)(=O)N3CCCC3)ccc21	i	3.4
C=CC[C@@H](CC(=O)N[C@@H](CO)Cc1ccccc1)C(=O)N[C@H](C)COC(=O)[C@@H](CC=C)Cc1ccc(F)cc1	i	-7.4
Nc1nc(N)nc(-c2cccc(Cl)c2Cl)n1	i	21.1
COCCCN(C(=O)c1cc(Cl)nc2ccccc12)c1c(N)n(Cc2ccccc2)c(=O)[nH]c1=O	i	3.7
CCN(C[C@H]1N[C@@](Cc2ccccc2)(C(=O)OC)[C@H]2C(=O)N(C)C(=O)[C@@H]12)S(=O)(=O)c1ccc(OC(F)(F)F)cc1	i	-4.3
COc1ccc(C(=O)N[C@H](C(=O)NCCCSc2ccccc2)C(C)C)cc1	i	-4.2
N#C/C(=C\c1ccc(O)c(O)c1)C(=O)NCc1ccccc1	i	41.0
O=C(Cc1ccc(NC(=O)C2CCCN(C(=O)C3CC3)C2)cc1)Nc1cccc(C(=O)N2CCCCC2)c1 (stereo not drawn)	i	-1.0
N#Cc1ccccc1OCC(=O)NNC(=O)CNC(=O)c1cccc(Br)c1	i	1.5
O=C(COc1ccc([N+](=O)[O-])cc1)NC(=O)NC1CCS(=O)(=O)C1 (stereo not drawn)	i	-4.8

Reprinted from the part before: six compounds, followed by the next part.
SMILES	KCNK3 block	DYRK1A inh
CCN(C[C@H]1N[C@@](Cc2ccccc2)(C(=O)OC)[C@H]2C(=O)N(C)C(=O)[C@@H]12)S(=O)(=O)c1ccc(OC(F)(F)F)cc1	i	-4.3
COc1ccc(C(=O)N[C@H](C(=O)NCCCSc2ccccc2)C(C)C)cc1	i	-4.2
N#C/C(=C\c1ccc(O)c(O)c1)C(=O)NCc1ccccc1	i	41.0
O=C(Cc1ccc(NC(=O)C2CCCN(C(=O)C3CC3)C2)cc1)Nc1cccc(C(=O)N2CCCCC2)c1 (stereo not drawn)	i	-1.0
N#Cc1ccccc1OCC(=O)NNC(=O)CNC(=O)c1cccc(Br)c1	i	1.5
O=C(COc1ccc([N+](=O)[O-])cc1)NC(=O)NC1CCS(=O)(=O)C1 (stereo not drawn)	i	-4.8
N#Cc1ccc(OCC(=O)OCC(=O)c2ccc[nH]2)cc1	i	6.8
O=C(COC(=O)c1ccccc1Br)NC(=O)NCc1ccccc1	i	5.0
Cc1nc2c3c4c(sc3n3c(SCC(=O)NCc5ccco5)nnc3n2n1)COC(C)(C)C4	i	-2.0
O=C1C(Cl)=C(O)C2(Cl)C(Cl)=C(Cl)C12Cl (stereo not drawn)	i	-3.5
C/C(=N\NC(=O)c1ccc(-n2cnnn2)cc1)c1ccc(Cl)cc1	i	-0.2
O=[N+]([O-])c1ccccc1S(=O)(=O)N1CCSCC1	i	-5.4
Cc1nc(NC(=O)COC(=O)c2ccc(CO)cc2)c(Cl)cc1Cl	i	-0.5
CC(C)(C)OC(=O)C[C@@H]1C/C=C\C[C@@H](CC(=O)N[C@@H](CO)Cc2ccccc2)C(=O)NC[C@@H](c2ccccc2)OC1=O	i	0.8
Clc1cccc(-c2ccc(C3Nc4cccc5cccc(c45)N3)o2)c1	i	-12.4
COc1cc(C2c3cc4c(cc3OC(NCCc3ccccc3)C2C)OCO4)cc(OC)c1OC (stereo not drawn)	i	0.8
C=CCn1c2ccccc2c2nnc(SCCCn3c(=O)[nH]c4ccccc43)nc21	i	-1.7
CC(C)(C)OC(=O)C[C@H]1C/C=C\C[C@@H](CC(=O)NCCO)C(=O)N[C@H](C(C)(C)C)COC1=O	i	-7.3
Cc1ccc(S(=O)(=O)N2CCOCC2)cc1NC(=O)c1ccc(F)cc1F	i	-5.1
Cc1ccc(S(=O)(=O)N2[C@@H](c3ccccc3)C(C(=O)O)=CC[C@H]2c2ccc(C(C)C)cc2)cc1	i	-8.8
Cc1ccc2nc(C(Cl)(Cl)Cl)nc(N/N=C/c3ccc([N+](=O)[O-])cc3)c2c1	i	-4.3
C[C@H](CO)N1C[C@H](C)[C@@H](CN(C)S(=O)(=O)c2cn(C)cn2)Oc2c(NS(=O)(=O)c3cccs3)cccc2C1=O	i	-2.1
CC(=O)N1CCN(S(=O)(=O)c2cccc(C(=O)NC3CCCC3)c2)CC1	i	-1.6
COC(=O)C1=C(C)N(Cc2ccccc2)C(=NCc2cccc(Cl)c2)N[C@H]1c1cccc(F)c1	i	-3.8
CC(C)(C)OC(=O)N[C@H]1C=C[C@@H](OC(=O)CC(=O)OCC(F)(F)F)C1	i	-0.8
COc1cc(OC)cc(-c2sc3ccc(OC)cc3c2-c2ccc3cc[nH]c3c2)c1	i	7.2
